PolyA inh = inhibitors of polyadenylation in S. cerevisiae; actives 0.02% (n = 300,000); S. cerevisiae SKY197-pL101 polyadenylation reporter, beta-gal luminescence; efflux-impaired pdr1/pdr3 knockout yeast; score 100 = 6 SD above DMSO; calls only at 12 µM; AID 1875;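 active means lowest replicate activity score at least 50, where 100 means six control SD above control mean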;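 further: yeast exposed to compound for 9 h at 30 °C; higher score means more reporter readthrough which indicates perturbed polyadenylation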
HSF1 activator = increases HSF-1 driven luciferase reporter signal. NIH3T3-HGL HSF-1 luciferase reporter, MG132, 8 h; 100% = twice DMSO control signal. actives 1.7% (n = 300,000). activation, % at 9 µM. AID 504408;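 active means mean replicate activation of at least 50% with a set share of replicates each reaching 50%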;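 further: 0% = median of the neutral control wells and 100% = twice that signal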
AI-2 QS mod = modulators of Vibrio harveyi AI-2 quorum sensing system; Vibrio harveyi JMH597 AI-2 luminescence/OD600 ratio, 9 h; stronger effect = lower value; strain lacks LuxN and CqsS sensors; 0 = neutral-control median; activity change, % at 7.5 µM; actives 0.4% (n = 300,000); in the data active means activity change below about -75%, passing the limit was not always enough;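 further: luminescence divided by OD600 gain over 9 h not by final OD600 alone; inactives centre near 13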
KLF5 inhibitor = inhibitors of KLF5 expression | DLD-1 KLF5 promoter-luciferase reporter, luminescence | inhibition, % at 5 µM | actives 0.23% (n = 290,000);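 active means inhibition above a per-plate limit of that plate's mean compound inhibition plus 3 SD, cut at about 60% in these data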;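 further: 0% = DMSO wells and 100% = LY294002 at 200 µM; higher means less KLF5 promoter-driven luciferase light; inactives centre near -14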
GSK3A inh = inhibitors of human GSK-3 alpha kinase. AID 2650. inhibition, % at 10 µM. actives 0.1% (n = 320,000). ADP-Glo luminescence, 60 min. P49840;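 in the data active means inhibition above about 50%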;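 further: GST-tagged GSK-3 alpha with peptide substrate and 25 µM ATP; 0% = DMSO neutral wells and 100% = GW8510 positive control wells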
Target sequence (P49840 whole entry, looked up): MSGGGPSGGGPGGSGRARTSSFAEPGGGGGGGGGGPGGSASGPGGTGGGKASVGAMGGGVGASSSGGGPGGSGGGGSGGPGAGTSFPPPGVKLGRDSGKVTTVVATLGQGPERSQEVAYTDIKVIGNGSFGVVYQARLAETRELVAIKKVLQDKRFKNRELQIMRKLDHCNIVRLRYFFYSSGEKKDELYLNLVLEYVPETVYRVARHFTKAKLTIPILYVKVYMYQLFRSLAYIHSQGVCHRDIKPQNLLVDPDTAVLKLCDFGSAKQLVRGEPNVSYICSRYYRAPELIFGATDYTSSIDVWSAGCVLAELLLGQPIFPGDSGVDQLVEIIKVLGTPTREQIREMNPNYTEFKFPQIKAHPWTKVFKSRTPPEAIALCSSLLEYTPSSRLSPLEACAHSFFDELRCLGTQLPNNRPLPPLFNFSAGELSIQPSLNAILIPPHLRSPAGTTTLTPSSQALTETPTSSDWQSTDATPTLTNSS
IEC-6 tox = counter-screen for KLF5 inhibitors: cytotoxicity in IEC-6 cells. actives 0.78% (n = 290,000). IEC-6 cytotoxicity, luminescence viability. inhibition, % at 5 µM; in the data active means inhibition above about 22%;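 further: 0% = plate median of test compound wells and 100% = cytotoxic reference compound wells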
HSP90 refold inh = inhibitors of HSP90 luciferase refolding in rabbit reticulocyte lysate. AID 1789. inhibition, % at 5.6 µM. luciferase refolding luminescence, 3 h. actives 0.91% (n = 290,000);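 active means inhibition above the screen-wide mean plus 3 SD, computed separately per campaign, cut at about 16% in these data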;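 further: 0% = DMSO wells and 100% = 60 µM geldanamycin wells; inhibitors lower the luminescence because luciferase stays unfolded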
GSK3B inh = blocks human GSK3beta kinase activity. actives 0.038% (n = 300,000). activity score (negative = inhibition), % at 10 µM. GST-GSK3beta kinase, ADP-Glo luminescence, 60 min; stronger effect = lower value. P49841;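 active means more than half of replicate wells score below -50%, meaning over 50% inhibition versus plate controls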;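 further: 0% = median DMSO wells and -100% = median GW8510 positive control wells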
Target sequence (P49841 whole entry, looked up): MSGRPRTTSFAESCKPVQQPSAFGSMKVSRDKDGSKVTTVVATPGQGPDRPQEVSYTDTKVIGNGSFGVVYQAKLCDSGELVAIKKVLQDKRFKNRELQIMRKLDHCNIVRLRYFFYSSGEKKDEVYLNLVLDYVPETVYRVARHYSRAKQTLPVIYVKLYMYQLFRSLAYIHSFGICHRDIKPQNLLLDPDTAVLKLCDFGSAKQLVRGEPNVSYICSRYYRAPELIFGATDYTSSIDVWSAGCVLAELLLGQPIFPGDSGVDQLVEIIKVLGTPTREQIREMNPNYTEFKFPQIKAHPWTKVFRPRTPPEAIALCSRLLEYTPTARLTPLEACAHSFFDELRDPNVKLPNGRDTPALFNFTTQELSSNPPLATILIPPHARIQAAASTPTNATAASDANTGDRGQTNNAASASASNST
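Test system: GST-tagged human GSK3beta kinase, cell-free; evaluation: activity score scaled between in-plate DMSO and GW8510 controls; measured by: ADP-Glo luminescence; incubation: 60 min reaction, RT; benchmarks: DMSO and 20 µM GW8510; reagent: peptide substrate plus 25 µM ATP (final); medium: Tris/MgCl2 kinase buffer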
HSF1 inhib = HSF1 inhibition; activity change, negative = inhibition, % at 7.5 µM (by protocol); actives 0.77% (n = 300,000); NIH3T3-HGL HSE-luciferase, MG132-induced, luminescence 8 h; stronger effect = lower value; AID 2098;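 active means more than half of replicate wells show activity change below -50%, luminescence cut by over half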;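 further: luciferase reports HSF-1 transcriptional activity via heat shock element; 0% = median of DMSO wells and -100% = zero luminescence signal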
aSyn UTR inh = 5' untranslated region of α-synuclein, MLPCN primary screen. alpha-synuclein 5'UTR reporter, inhibitor activity. inhibition, % (tested at 7.5 µM). actives 0.82% (n = 300,000). AID 1813; in the data active means inhibition above about 60%;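 further: H4 neuroglioblastoma cells stably carrying SNCA 5'UTR luciferase fusion; 0% = DMSO wells and 100% = positive control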
The depositor's hits bear a star; i = inactive; nt = no result given. Some of the compounds tested; count on the stated rates, not on these rows.

Field names – A = PolyA inh; B = HSF1 activator; C = AI-2 QS mod; D = KLF5 inhibitor; E = GSK3A inh; F = IEC-6 tox; G = HSP90 refold inh; H = GSK3B inh; I = HSF1 inhib; J = aSyn UTR inh
SMILES: CCN(CC)S(=O)(=O)c1ccc(Cl)c(NC(C)=O)c1
  A = i; B = 0; C = 22; D = -10; E = 0; F = 7; G = -1; H = 1; I = -2; J = 7

SMILES: COc1nc(-c2ccccc2)cc(-c2ccc3c(c2)OCO3)c1C#N
  A = i; B = -4; C = 28; D = -23; E = -2; F = 5; G = 2; H = 1; I = 1; J = 64*

SMILES: CCn1c(SCC(=O)NC2CCCC2)nnc1-c1cccnc1
  A = i; B = 2; C = 17; D = -8; E = 3; F = -6; G = -2; H = 1; I = -11; J = -14

SMILES: CCOc1ccc(C(=O)Nc2cccc(C(C)=O)c2)cc1[N+](=O)[O-]
  A = i; B = -1; C = 11; D = -30; E = -1; F = 0; G = 0; H = 4; I = -4; J = 3

SMILES: O=C(NC1CCCCCCC1)c1ccc2c(c1)N(Cc1ccc(F)cc1)C(=O)CS2=O (stereo unspecified)
  A = i; B = 29; C = 20; D = -32; E = -7; F = 1; G = -2; H = 0; I = 8; J = 14

SMILES: O=C(CN1C(=O)NC2(CCCc3ccccc32)C1=O)N1CCCCC1 (stereo unspecified)
  A = i; B = -6; C = 18; D = nt; E = 0; F = nt; G = nt; H = 0; I = -2; J = 8

SMILES: COC(=O)c1ccc(NC(=O)CSc2nc(N)c(NC(=O)c3ccc(Br)o3)c(=O)[nH]2)cc1
  A = i; B = -6; C = -4; D = -44; E = -22; F = -3; G = -2; H = -4; I = -4; J = -19

SMILES: O=C(Nc1cccc(C(F)(F)F)c1)c1cccnc1N1CCCC1
  A = i; B = 1; C = 20; D = 0; E = -1; F = 0; G = 2; H = 0; I = -4; J = 10

SMILES: C=CCSc1nnc(CCCCCN2C(=O)c3cccc4cccc(c34)C2=O)o1
  A = i; B = -27; C = 12; D = -13; E = 0; F = -1; G = -1; H = 2; I = -18; J = -13

SMILES: O=C(O)c1ccc(S(=O)(=O)N(CCc2ccccc2)Cc2ccc(Cl)cc2)cc1
  A = i; B = 12; C = 37; D = -30; E = -5; F = -1; G = -5; H = 3; I = 7; J = 1

SMILES: O=C(CCS(=O)(=O)c1ccccc1)Nc1ccc(Cl)cn1
  A = i; B = 19; C = 24; D = -59; E = 0; F = -3; G = -3; H = -2; I = 11; J = -38

SMILES: O=S1(=O)N=C(N2CCOCC2)c2ccccc21
  A = i; B = 2; C = 15; D = -8; E = 0; F = 8; G = 3; H = 1; I = -1; J = -14

SMILES: CC(C)=CCN1CCN(Cc2cnc(-c3ccccc3)s2)CC1CCO (stereo unspecified)
  A = i; B = -10; C = -9; D = -12; E = -2; F = 5; G = -2; H = -1; I = 0; J = 12

SMILES: Cc1cccc(NCC(=O)N/N=C/c2ccc(Br)cc2)c1
  A = i; B = -17; C = 8; D = 5; E = 0; F = 0; G = -2; H = 6; I = 0; J = -5

SMILES: COc1ccc(-c2nc(CS(=O)CC(=O)NCc3ccco3)c(C)o2)cc1OC (stereo unspecified)
  A = i; B = -18; C = 19; D = -54; E = -4; F = -4; G = 2; H = 1; I = 3; J = -3

SMILES: COc1cc2c(cc1OC)CN(C(=O)COc1ccccc1C#N)CC2
  A = i; B = -16; C = 12; D = -14; E = 2; F = 10; G = 2; H = 3; I = -3; J = 12

SMILES: CC(=O)Nc1cccc(OCC(=O)NS(=O)(=O)c2ccc(Cl)cc2)c1
  A = nt; B = nt; C = 35; D = -49; E = -1; F = 2; G = 2; H = 0; I = nt; J = nt

SMILES: O=C(Cn1nc(Cc2cccnc2)c2ccccc2c1=O)NCCCN1CCCC1=O
  A = i; B = -8; C = 19; D = 5; E = -2; F = 1; G = 1; H = -3; I = -3; J = -1

SMILES: N#Cc1ccc(-c2csc(NC(=O)c3ccc(S(=O)(=O)N4CCc5ccccc5C4)cc3)n2)cc1
  A = i; B = 0; C = 14; D = 4; E = 0; F = -4; G = -1; H = -1; I = -9; J = 14

SMILES: Cc1cc(=O)oc2cc(OCC(=O)N/N=C/c3ccccc3[N+](=O)[O-])ccc12
  A = i; B = -14; C = 21; D = -23; E = 1; F = -1; G = 0; H = 0; I = -1; J = -7

SMILES: Cc1ccc(-c2cc(C(=O)N/N=C/c3c(C)nn(C)c3C)c3ccccc3n2)c(C)c1
  A = i; B = -7; C = 22; D = -45; E = -1; F = 5; G = 2; H = -1; I = 5; J = 17

SMILES: CCC1CCCCN1CCCNC(=O)CS(=O)(=O)Cc1nc(-c2cccc(OC)c2)oc1C (stereo unspecified)
  A = i; B = -19; C = 3; D = -11; E = 0; F = -2; G = 2; H = 0; I = -5; J = 8

SMILES: C#Cc1ccc([C@@H]2C=C(C(=O)NCc3nc4ccccc4[nH]3)O[C@H](OCC)[C@H]2CCCO)cc1
  A = i; B = -8; C = 15; D = nt; E = -3; F = nt; G = nt; H = 2; I = 0; J = 8

SMILES: Cn1nc(C(F)(F)F)c(-c2ccc(F)cc2)c1NC(=O)CSCC(=O)O
  A = i; B = -11; C = 20; D = -32; E = -2; F = -6; G = 5; H = 3; I = -7; J = -8

SMILES: CN(C)/C=C/C(=O)c1ccn(S(=O)(=O)c2ccccc2)c1
  A = i; B = -2; C = 14; D = -5; E = -2; F = 1; G = -2; H = 5; I = 1; J = -2

SMILES: CCn1c(SCc2ccc(C(=O)O)cc2)nnc1-c1ccc(Cl)cc1
  A = i; B = -5; C = 27; D = -9; E = 0; F = -3; G = -6; H = -1; I = -3; J = 10

SMILES: CC(=O)NCCc1nc2ccccc2n1Cc1cccc(C)c1
  A = i; B = 2; C = 8; D = 5; E = -3; F = 8; G = -1; H = -2; I = 1; J = -2

SMILES: COc1ccc(CN2C(=NC(=O)COc3ccccc3)SC3CS(=O)(=O)CC32)cc1 (stereo unspecified)
  A = i; B = 17; C = 4; D = -16; E = 1; F = 1; G = 0; H = 4; I = 2; J = 18

SMILES: Cc1ccc(NC(=O)C[n+]2cc(-c3ccccc3)n3c2CCC3)c(C)c1
  A = i; B = 10; C = 18; D = -13; E = 0; F = -8; G = 0; H = 0; I = -3; J = -16

SMILES: CCCCn1nnnc1NCc1ccc(OC)c(OC)c1
  A = i; B = -3; C = 10; D = -7; E = -1; F = -6; G = -2; H = -1; I = -3; J = 8

Brought forward from above: five compounds, then new ones.
Field names – A = PolyA inh; B = HSF1 activator; C = AI-2 QS mod; D = KLF5 inhibitor; E = GSK3A inh; F = IEC-6 tox; G = HSP90 refold inh; H = GSK3B inh; I = HSF1 inhib; J = aSyn UTR inh
SMILES: CCn1c(SCc2ccc(C(=O)O)cc2)nnc1-c1ccc(Cl)cc1
  A = i; B = -5; C = 27; D = -9; E = 0; F = -3; G = -6; H = -1; I = -3; J = 10

SMILES: CC(=O)NCCc1nc2ccccc2n1Cc1cccc(C)c1
  A = i; B = 2; C = 8; D = 5; E = -3; F = 8; G = -1; H = -2; I = 1; J = -2

SMILES: COc1ccc(CN2C(=NC(=O)COc3ccccc3)SC3CS(=O)(=O)CC32)cc1 (stereo unspecified)
  A = i; B = 17; C = 4; D = -16; E = 1; F = 1; G = 0; H = 4; I = 2; J = 18

SMILES: Cc1ccc(NC(=O)C[n+]2cc(-c3ccccc3)n3c2CCC3)c(C)c1
  A = i; B = 10; C = 18; D = -13; E = 0; F = -8; G = 0; H = 0; I = -3; J = -16

SMILES: CCCCn1nnnc1NCc1ccc(OC)c(OC)c1
  A = i; B = -3; C = 10; D = -7; E = -1; F = -6; G = -2; H = -1; I = -3; J = 8

SMILES: Cc1nc2nc(C)c(NS(=O)(=O)c3ccc4c(c3)CCCC4)c(=O)n2[nH]1
  A = i; B = -3; C = 9; D = -22; E = -2; F = -1; G = -2; H = 0; I = -1; J = 19

SMILES: COc1ccc(N2C(=O)CC3(CCCC3)CC2=O)cc1
  A = i; B = -8; C = 16; D = -30; E = -3; F = 3; G = -2; H = -1; I = -1; J = -25

SMILES: COc1ccc(-c2csc3nc(C)n(-n4cccc4)c(=O)c23)cc1OC
  A = i; B = -6; C = 3; D = -28; E = -1; F = 2; G = 1; H = 1; I = 0; J = 25

SMILES: Cc1cc(=O)oc2cc(NC(=O)C3CC(=O)N(Cc4ccccc4)C3)ccc12 (stereo unspecified)
  A = i; B = -1; C = 24; D = -29; E = -5; F = 1; G = -4; H = 3; I = -5; J = 8

SMILES: CC(OC(=O)CCN=C1NS(=O)(=O)c2ccccc21)C(=O)N(C)C1CCCCC1 (stereo unspecified)
  A = i; B = 4; C = 10; D = nt; E = -2; F = nt; G = nt; H = -1; I = -4; J = 16

SMILES: CN(CC(=O)Nc1ccc(F)c(F)c1F)C(=O)C1=COCCO1
  A = i; B = 6; C = 14; D = -37; E = -2; F = 2; G = -1; H = -2; I = -4; J = 6

SMILES: COc1ccc(CN2CCNC(=O)C2CC(=O)N(C)CCC2CCOCC2)cc1OC (stereo unspecified)
  A = i; B = -7; C = 14; D = -54; E = 6; F = 2; G = -4; H = -1; I = -10; J = 7

SMILES: CCOc1cc(CNCCSc2nnnn2C)cc(Br)c1OCc1ccccc1
  A = i; B = 38; C = 14; D = 5; E = nt; F = 3; G = 2; H = 3; I = 9; J = 20

SMILES: CS(=O)(=O)N(CC(=O)N1CCN(Cc2ccccc2)CC1)c1cccc(F)c1
  A = i; B = 0; C = 24; D = -22; E = -3; F = -6; G = -2; H = 1; I = -7; J = 0

SMILES: O=C(O)c1ccc(NCc2cccnc2)cc1
  A = i; B = nt; C = 19; D = 6; E = -4; F = 7; G = 1; H = -1; I = nt; J = 5

SMILES: CCN(CC)C(=O)CSc1nnc(CCCCCNC(=O)OC(C)(C)C)o1
  A = i; B = -8; C = 18; D = -7; E = -2; F = -6; G = 0; H = 4; I = -4; J = 3

SMILES: COc1ccc(C)cc1N(C(=O)CNC(=O)c1ccco1)C(C(=O)NC1CCCC1)c1cccnc1 (stereo unspecified)
  A = i; B = -32; C = 3; D = -26; E = 10; F = -3; G = -2; H = -1; I = -11; J = -5

SMILES: CCCCNC(=O)CN(CCc1ccccc1)S(C)(=O)=O
  A = i; B = 11; C = -1; D = -35; E = 0; F = -7; G = 1; H = 0; I = -4; J = -16

SMILES: CC1(C)CC(N2CCCC2)=CC(=[N+]2CCCCC2)C1
  A = i; B = 2; C = 12; D = -12; E = 1; F = 23*; G = 2; H = 0; I = -7; J = -56

SMILES: O=C1c2[nH]nc(-c3ccccc3O)c2C(c2ccccc2)N1Cc1ccco1 (stereo unspecified)
  A = i; B = 1; C = 29; D = -5; E = 0; F = 0; G = -3; H = 1; I = -5; J = 2

SMILES: CCC(c1nnnn1Cc1ccco1)N(CCc1ccccc1)Cc1cc2ccc(OC)cc2[nH]c1=O (stereo unspecified)
  A = i; B = 10; C = 18; D = 3; E = -2; F = -1; G = -2; H = -3; I = 11; J = 9

SMILES: O=S(=O)(c1cc(Cl)ccc1Br)N1CCOCC1
  A = i; B = 10; C = 22; D = -25; E = 0; F = 0; G = 0; H = -3; I = -9; J = -6

SMILES: Cc1ccc(C(=O)N2CCOCC2)cc1S(=O)(=O)N1CCCC1
  A = i; B = -12; C = 23; D = 3; E = -1; F = 3; G = 0; H = 1; I = 0; J = -37
